Screening results: PubChem BioAssay, several laboratories
SUMO1-SIM PPI = modulators of SUMO1 protein-protein interactions, primary screen, biochemical, uHTS; Small ubiquitin-related modifier 1 (Homo sapiens), P63165; SUMO1 binding to a labelled peptide, TR-FRET, 1 h; inhibition, % at 20 µM; 360,000 compounds, 0.33% hits; AID 602429, 2012; in the data active = inhibition above about 37%
MsrA inh = bovine MsrA enzyme inhibitors, primary screen, biochemical, absorbance, HTS; Methionine sulfoxide reductase A (Bos taurus); purified bovine MsrA, absorbance read-out; inhibition, % at 15.5 µM; 360,000 compounds, 0.75% hits; AID 651718, 2012; in the data active = inhibition above about 4.5%;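 note: 0% = vehicle wells with enzyme and 100% = reference inhibitor wells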
LMPTP inh = LMPTP phosphatase inhibitors, primary screen, biochemical, fluorescence intensity, uHTS; 360,000 compounds, 0.22% hits; recombinant LMPTP-A, OMFP fluorogenic substrate; inhibition, % at 20 µM; Low molecular weight phosphotyrosine protein phosphatase (Homo sapiens), P24666;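 active = compounds that cut the enzyme signal by at least half of the control window in the single-dose screen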;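 note: plate controls were DMSO wells with enzyme plus substrate for no effect and substrate without enzyme for full effect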
Target sequence (P24666 whole entry, looked up): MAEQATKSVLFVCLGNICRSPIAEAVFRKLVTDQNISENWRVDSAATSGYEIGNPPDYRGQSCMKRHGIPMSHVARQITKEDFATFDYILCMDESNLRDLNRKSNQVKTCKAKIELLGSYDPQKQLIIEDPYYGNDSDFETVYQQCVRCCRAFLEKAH
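Material: LMPTP-A; amount: 0.625 nM enzyme; doses: single 20 µM dose; times: reaction 50 min, room temperature, dark; technique: fluorescence intensity of OMFP turnover product; benchmarks: no-enzyme and uninhibited controls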
Rpn11 block = Rpn11 (PSMD14) deubiquitinase inhibitors, primary screen, biochemical, fluorescence polarization, uHTS. 360,000 compounds, 0.59% hits. AID 588493, 2011. human 26S proteasome, Ub4-pepOG fluorescence polarization; 20S core pre-blocked with epoxomicin. calls only at 20 µM;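 active = inhibition at 20 µM, scaled to each plate's controls, above about 33%, limit read from the data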
Target sequence (O00487 whole entry, looked up): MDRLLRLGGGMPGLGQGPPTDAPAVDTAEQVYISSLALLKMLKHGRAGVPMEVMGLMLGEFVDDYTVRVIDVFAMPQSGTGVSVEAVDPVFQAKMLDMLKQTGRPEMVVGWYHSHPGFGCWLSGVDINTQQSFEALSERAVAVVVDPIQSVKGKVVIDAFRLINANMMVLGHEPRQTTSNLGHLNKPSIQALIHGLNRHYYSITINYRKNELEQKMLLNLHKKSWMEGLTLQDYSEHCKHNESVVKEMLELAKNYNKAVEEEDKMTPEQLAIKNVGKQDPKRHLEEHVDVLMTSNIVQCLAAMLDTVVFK
CSN inh = inhibitors of CSN-mediated cullin deneddylation, primary screen, biochemical, fluorescence polarization, uHTS; inhibition, % at 12.5 µM; 360,000 compounds, 0.38% hits; AID 651999, 2013; Purified CSN, SCF-Nedd8-OG deneddylation; COP9 signalosome complex subunit 5 (Homo sapiens), Q92905;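 active = pattern-corrected inhibition above about 35%, with an unprinted fluorescence ratio check between 0.5 and 1.5, limit read from the data, passing the limit was not always enough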;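 note: 0% = enzyme with substrate and 100% = substrate without enzyme; some results filed as inactive read as strong as hits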
Target sequence (Q92905 whole entry, looked up, one chain of several): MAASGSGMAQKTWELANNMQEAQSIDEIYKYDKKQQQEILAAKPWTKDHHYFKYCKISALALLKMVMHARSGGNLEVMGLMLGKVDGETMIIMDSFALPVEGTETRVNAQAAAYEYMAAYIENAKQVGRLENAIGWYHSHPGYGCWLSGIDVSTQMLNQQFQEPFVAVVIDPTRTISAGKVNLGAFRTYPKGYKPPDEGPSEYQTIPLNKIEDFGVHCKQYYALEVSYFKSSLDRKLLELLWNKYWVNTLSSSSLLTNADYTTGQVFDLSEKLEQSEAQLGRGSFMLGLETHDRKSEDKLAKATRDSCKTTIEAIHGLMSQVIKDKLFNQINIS
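Assay system: purified human Csn5 enzyme expressed in HEK293T cells; Input: 0.24 nM Csn5 enzyme, final concentration; Reagent: 10 nM SCFSkp2-Nedd8OG; Compound dosing: 12.5 µM single point; Times: reaction 90 min, room temperature; Technique: fluorescence polarization readout.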
STEP inh = STEP phosphatase inhibitors, primary screen, biochemical, fluorescence intensity, uHTS. Tyrosine-protein phosphatase non-receptor type 5 (Homo sapiens), P54829. recombinant STEP, OMFP fluorogenic substrate. inhibition, % at 20 µM. 360,000 compounds, 0.25% hits. AID 588621, 2011;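 active = inhibition at 20 µM, scaled per plate between control wells, above about 37%, limit read from the data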;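 note: 0% = DMSO with enzyme and substrate and 100% = substrate only without enzyme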
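Material: STEP (striatal-enriched tyrosine phosphatase) enzyme, cell-free | Medium: 50 mM Bis-Tris pH 6.0 with 2.5 mM DTT and 0.005% Tween 20 | Read-out: Percent inhibition scaled to no-enzyme and uninhibited-enzyme controls, plate-pattern corrected | Signal: Fluorescence read at 480 nm ex / 540 nm em | Times: 20 min reaction, room temperature, in the dark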
DNMT1 block = human DNMT1 methyltransferase inhibitors, primary screen, biochemical, molecular beacon, fluorescence, HinP1I cleavage, uHTS; inhibition (reported as % activation of signal), % at 10 µM; 360,000 compounds, 0.83% hits; AID 588458, 2011; in the data active = inhibition above about 50%
Scp1 inh = Scp-1 phosphatase inhibitors, primary screen, biochemical, colorimetric, uHTS | Carboxy-terminal domain RNA polymerase II polypeptide A small phosphatase 1 (Homo … | AID 493091, 2011 | Recombinant Scp1, phosphopeptide, malachite green phosphate absorbance | 340,000 compounds, 0.88% hits | inhibition, % at 20 µM;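 active = inhibition above about 50% at 20 µM, limit read from the data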;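 note: plate controls were DMSO wells with enzyme for no effect and wells lacking enzyme for full effect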
Target sequence (Q9GZU7 76-261 limits assumed): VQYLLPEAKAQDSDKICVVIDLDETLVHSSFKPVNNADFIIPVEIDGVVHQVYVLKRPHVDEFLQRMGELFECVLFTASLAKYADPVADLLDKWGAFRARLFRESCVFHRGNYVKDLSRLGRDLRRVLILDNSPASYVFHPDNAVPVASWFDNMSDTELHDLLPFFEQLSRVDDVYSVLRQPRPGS
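Material: truncated SCP-1 phosphatase (76-261aa) / Buffer or medium: 50 mM Tris acetate pH 5.5, 0.005% Tween-20, 10 mM MgCl2 / Compound dosing: one concentration, 20 µM, with 1.0% DMSO / Incubation: 45 min room-temperature reaction, 5 min colour, 30 min stabiliser / Detection: colorimetric free-phosphate detection, absorbance 630 nm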
Tb MetRS inh = T. brucei MetRS inhibitors, primary screen, biochemical, luminescence; inhibition, % at 11.9 µM; purified T. brucei MetRS, ATP depletion, Kinase-Glo luminescence; 360,000 compounds, 0.4% hits;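 active = inhibition above a per-plate cutoff of the control wells' mean inhibition plus 3 SD, cut at about 5.5% in these data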;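 note: 0% = DMSO wells median and 100% = median of wells with control inhibitor compound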
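Test system – parasite MetRS enzyme · Reagent – substrates ATP, L-methionine and bulk Escherichia coli tRNA · Doses – 11.9 µM compound single dose, 0.9% DMSO · Times – 15 min enzyme-compound preincubation, 2 h reaction, 10 min detection, 25 °C · Signal – Kinase-Glo luminescence, ATP depletion format · Controls – DMSO-only wells as low control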
NadD block = inhibitors of S. aureus NadD, primary screen, biochemical, colorimetric, uHTS. Nicotinate-nucleotide adenylyltransferase NadD (Staphylococcus aureus N315). purified NadD enzyme, colorimetric absorbance read-out. inhibition, % at 20 µM. 360,000 compounds, 0.78% hits. AID 602399, 2012; in the data active = inhibition above about 26%; note: some compounds past the cut are filed as inactive
* marks the source's active call; other numbers are inactive results; i = inactive; x = not tested or not shown.

SMILES,SUMO1-SIM PPI,MsrA inh,LMPTP inh,Rpn11 block,CSN inh,STEP inh,DNMT1 block,Scp1 inh,Tb MetRS inh,NadD block
COc1ccc(N2CC(C(=O)N(CC(C)C)c3c(N)n(Cc4ccccc4)c(=O)[nH]c3=O)CC2=O)c(OC)c1 (configuration not stated),-2,-0.8,-1.0,i,10,2,-1,-1,-0.4,2
Cc1ccc(-n2nnc3c(=O)n(CC(=O)NCc4ccco4)cnc32)cc1,1,0.2,-1.4,i,8,4,3,-4,0.7,1
Cc1ccc(C2C3CN(C(C)C)CC=C3C(C#N)=C(N)C2(C#N)C#N)cc1 (configuration not stated),-20,1.4,2.0,i,-22,-33,6,-5,0.0,4
Cc1cccc(NC(=S)NN2CCOCC2)c1C,-1,0.7,-1.8,i,5,-2,-1,-7,-0.7,-3
O=C(CCS(=O)(=O)Cc1ccccc1)Nc1ccc2c(c1)OCCO2,2,-0.5,-1.1,i,12,-2,1,-2,-0.2,-4
O=C(NC(Cc1c[nH]c2ccccc12)C(=O)N/N=C/c1cccc2ccccc12)c1cccs1 (configuration not stated),-2,3.9,3.7,i,-2,-3,-3,-1,-1.3,37*
O=C(CC12CC3CC(C1)CC(CC(=O)NC1=NCCS1)(C3)C2)NC1=NCCS1,-1,0.7,2.8,i,-5,-3,9,-4,-0.5,4
C/C(=C\c1ccco1)CN1CCN(Cc2ccc(C)o2)C(CCO)C1 (configuration not stated),-1,-1.4,-1.9,i,-6,-1,0,-5,0.0,-2
Cc1ccc(S(=O)(=O)NCCNC(=O)CN2CCCC2)cc1,-4,-1.0,-1.6,i,-1,1,1,-2,-0.4,2
CN(C(=S)Nc1ccc(SC(F)F)cc1)C(c1ccccc1)c1ccccc1,2,-0.5,2.2,i,3,2,0,-11,-0.3,-9
COC(=O)Nc1ccc2c(c1)N(C(=O)CCN1CCN3CCCC3C1)c1ccccc1S2 (configuration not stated),0,-0.5,-1.4,i,2,-1,-8,-7,-0.3,-4
COCC(C)NC(=O)c1ccc(Cl)c(Cl)c1 (configuration not stated),1,2.1,0.7,i,0,-1,12,5,-1.8,2
CSc1sc(C)cc1C1C(C#N)=C(N)N(c2cccnc2)C2=C1C(=O)CCC2 (configuration not stated),7,1.3,-1.0,i,3,-6,0,-8,-1.6,9
Cc1ccc(S(=O)(=O)N2CCN(Cc3nc4ccccc4[nH]3)CC2)cc1C,3,1.0,-0.5,i,-1,-2,-2,-1,5.8*,7
COc1cccc(-c2nc3ccc([N+](=O)[O-])cc3o2)c1,-11,0.4,1.1,i,4,0,5,2,0.1,-1
Cc1cc2occ(CC(=O)N(CCC(C)C)c3c(N)n(Cc4ccccc4)c(=O)[nH]c3=O)c2cc1C,-6,0.3,-13,i,4,-9,0,1,-0.6,-3
Cc1c(C(=O)NCc2ccccc2C(F)(F)F)sc(=O)n1Cc1ccc(Cl)c(Cl)c1,-2,2.9,2.8,i,-4,0,-14,x,-0.1,-9
COC(=O)c1onc(-c2c(C)cc(C)cc2C)c1C(=O)OC,2,-0.6,-0.8,i,-4,-2,1,-6,-1.4,14
COc1ccc2cc3cc(C(=O)Nc4cc(OC)c(OC)c(OC)c4)oc3nc2c1,-8,1.1,-0.8,i,3,-14,-19,-12,-0.2,-2
COc1ccc(C(CCN(Cc2ccc(OC)c(OC)c2)C(C)=O)c2ccccc2)cc1 (configuration not stated),0,-1.6,0.7,i,-5,1,-5,9,-0.2,-2

Record cards, as listed above. Screens in order: SUMO1-SIM PPI	MsrA inh	LMPTP inh	Rpn11 block	CSN inh	STEP inh	DNMT1 block	Scp1 inh	Tb MetRS inh	NadD block
`COc1ccc2cc3cc(C(=O)Nc4cc(OC)c(OC)c(OC)c4)oc3nc2c1` is listed as -8	1.1	-0.8	i	3	-14	-19	-12	-0.2	-2
`Cc1ccc(-n2nnc3c(=O)n(CC(=O)NCc4ccco4)cnc32)cc1` is listed as 1	0.2	-1.4	i	8	4	3	-4	0.7	1

Following part
SMILES,SUMO1-SIM PPI,MsrA inh,LMPTP inh,Rpn11 block,CSN inh,STEP inh,DNMT1 block,Scp1 inh,Tb MetRS inh,NadD block
O=S(=O)(NCc1cccnc1)c1ccc(Cl)s1,3,x,-0.8,i,1,-1,4,4,-1.3,2
Clc1nc(-c2cccnc2)nc2scc(-c3ccccc3)c12,-1,0.1,1.6,i,4,4,1,7,-0.8,1
N#Cc1cc(Nc2c(N)nc[nH]c2=O)c([N+](=O)[O-])cc1C#N,-19,0.1,2.5,i,-2,1,-1,-2,-0.7,-1
CCCN1C2CCCC1CC(NC(=S)Nc1cc(C)ccc1C)C2 (configuration not stated),5,0.8,-2.5,i,-2,5,1,-5,-0.7,-2
CC(C)(C)C(=O)OCc1nc(-c2ccc3c(c2)OCCO3)cs1,5,0.1,3.5,i,4,1,6,-10,-0.2,-5
Cc1cc(C)cc(NC(=O)c2cccn2-c2ncc(C(F)(F)F)cc2Cl)c1,-4,1.2,3.4,i,0,1,3,-8,-0.4,-12
CCCCN(C)C(=O)c1nc2ccccn2c1CN1CCN(C/C=C/c2ccccc2)CC1,2,0.7,-1.6,i,5,0,5,-7,0.6,-2
COc1ccc(OC)c(S(=O)(=O)N2CCC(C(=O)N3CCCCCC3)CC2)c1,-1,-0.2,0.4,i,2,0,2,-5,0.0,-3
CC(C)=CC[N+]1(C)CCCCC1,-2,-0.2,-1.9,i,-5,-4,3,1,-0.5,2
CCc1nc2ccc(C(=O)NCc3ccc4c(c3)OCO4)cn2c1N(CC)Cc1cccc(Br)c1,-1,2.5,2.8,i,-2,3,-20,x,-0.4,6
CCCCCCCCNC(=O)C(CCC(=O)OCc1ccccc1)NC(C)=O (configuration not stated),-5,-0.4,1.3,i,2,0,11,-8,-0.3,-6
O=C1Nc2ccc([N+](=O)[O-])cc2OC1CCN1CCN(Cc2ccccc2)CC1 (configuration not stated),-24,4.1,0.1,i,11,-1,49,-9,-0.7,-5
Cc1cccc(C(=O)OC2CCOC2=O)c1C (configuration not stated),7,-0.3,-1.2,i,-3,-1,0,5,-0.5,-3
COc1ccc(NC(=O)/C=C/c2cc(OC)c(OC)c(OC)c2)cn1,-4,-0.4,-0.4,i,-7,-2,0,-7,-0.6,-1
O=c1oc(Nc2ccccc2Cl)nc2ccccc12,2,0.2,-0.3,i,4,-1,-7,-1,-0.9,-2
COc1ccc(CC(=O)Nc2nc3ccccc3[nH]2)cc1,-2,-0.1,0.7,i,-7,0,2,-7,-0.5,0
Cc1ccc(CC(=O)NC2CCN(C)CC2)cc1,-3,0.4,-1.8,i,4,4,2,-3,-0.9,6
COc1ccccc1NC(=O)C1CCCN(S(=O)(=O)c2ccc3c(c2)CC(C)N3C(C)=O)C1 (configuration not stated),-1,0.5,0.8,i,3,9,0,-5,-0.2,0
CCOC(=O)c1[nH]cnc1C(=O)Nc1ccncc1,-2,2.4,-0.3,i,5,2,-5,-7,-0.4,-1
CCCC1(C)Nc2ccccc2-c2nc3ccccc3n21 (configuration not stated),-1,0.6,0.6,i,1,-4,-2,-4,-1.0,-4
CC(C)NC(=O)CCn1ccc2cc(S(=O)(=O)N3CCCC3)ccc21,-5,0.1,-1.9,i,4,-1,0,-2,-0.2,0
CCOC(=O)C1CCCN(C(=O)COC(=O)c2cc(=O)c3ccccc3o2)C1 (configuration not stated),-2,0.1,-2.8,i,2,-7,0,-5,-0.1,-1
Cc1nc2scc(C)n2c(=O)c1S(=O)(=O)Nc1ccc(F)cc1,4,2.2,-0.7,i,4,0,1,2,-0.2,-2
Cc1ccc(NC(=O)CN(C)CCOc2ccccc2)c([N+](=O)[O-])c1,-18,0.6,1.2,i,1,0,0,2,-0.3,-8
CC(=O)c1ccc(NC(=O)CSc2ccc(-c3ccc4c(c3)OCO4)nn2)cc1,-1,-0.2,12,i,4,-2,45,7,-0.2,3
Cc1c([N+](=O)[O-])nnn1-c1cc(Cl)cc(Cl)c1,-12,x,0.7,i,-1,2,-3,10,0.7,-9
CC(C)CC(C(=O)Nn1cnnc1)N1C(=O)c2ccccc2C1=O (configuration not stated),-1,0.1,-0.6,i,2,1,-1,-14,-0.4,-4
Cc1ccccc1C(=O)N1CCC(C(=O)Nc2cccc(S(=O)(=O)N3CCCCC3)c2)CC1,-8,-0.3,0.8,i,-9,2,0,3,-0.5,5
CSc1ncc(OCc2ccccc2)c(=O)[nH]1,0,-0.9,-1.5,i,-1,-1,2,1,-0.6,-1
Cc1cc(C(=O)Nc2ncn(Cc3ccc(F)cc3)n2)ccc1[N+](=O)[O-],-31,-0.1,-1.2,i,-2,1,2,16,-0.8,-6
O=C(Cc1ccccc1Cl)Nc1ccc(S(=O)(=O)Nc2nccs2)cc1,14,-0.3,0.3,i,0,-2,-1,-13,0.1,-2
COc1ccc2cc(C#N)c(N3CCN(C(=O)c4ccccc4C)CC3)nc2c1,-3,0.9,-0.2,i,5,4,-9,-2,0.0,-1
COc1cc2cc(C(=O)Nc3ccccc3)c(N)nc2cc1OC,8,0.9,-0.2,i,2,-3,-7,-7,-0.8,-3

Looked up above.
CC(C)(C)C(=O)OCc1nc(-c2ccc3c(c2)OCCO3)cs1 in STEP inh has 1
O=C(Cc1ccccc1Cl)Nc1ccc(S(=O)(=O)Nc2nccs2)cc1 in Scp1 inh has -13
COc1ccc2cc3cc(C(=O)Nc4cc(OC)c(OC)c(OC)c4)oc3nc2c1 in CSN inh has 3

Rows are unselected. About 3.9% of those tested had a hit in this group.
